# Bioassay records deposited in PubChem BioAssay by Columbia University Molecular Screening Center.
# E-sel TNF inh – blocks E-selectin expression induced by TNF alpha; HUVEC TNFa-induced E-selectin immunofluorescence, high content; inhibition, % at 2 µM; 120,000 compounds, 0.71% hits; AID 1246;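 active = inhibition above the batch mean plus 3 SD, and confirmed as a hit on visual image review, cut at about 43% in these data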;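 note: 0% = TNF-stimulated DMSO wells and 100% = unstimulated control wells; not every result past the cut was called active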
# An asterisk follows results filed as active. Some of the compounds tested, so the mix of outcomes need not match the whole.
# Preview (4 entries):
E-sel TNF inh | mol
4.2 | N/C(=N\OC(=O)c1cccs1)c1cccc([N+](=O)[O-])c1
-27.7 | CCOC(=O)C1(Cc2ccccc2Cl)CCN(S(C)(=O)=O)CC1
12.0 | O=C1c2cccnc2C(Nc2ccc(Cl)cc2)N1Cc1cccs1 (stereo not drawn)
3.1 | COc1ccccc1NC(=O)C(C)Nc1ccc(C)c(Cl)c1 (stereo not drawn)

# Main list, from the start:
E-sel TNF inh | mol
4.2 | N/C(=N\OC(=O)c1cccs1)c1cccc([N+](=O)[O-])c1
-27.7 | CCOC(=O)C1(Cc2ccccc2Cl)CCN(S(C)(=O)=O)CC1
12.0 | O=C1c2cccnc2C(Nc2ccc(Cl)cc2)N1Cc1cccs1 (stereo not drawn)
3.1 | COc1ccccc1NC(=O)C(C)Nc1ccc(C)c(Cl)c1 (stereo not drawn)
-11.0 | CC(=O)c1ccc(NC(=O)/C(=C\c2cccs2)NC(=O)c2ccco2)cc1
14.0 | CN(C)/C=C/C(=O)c1cnc2n(c1=O)CCS2
-9.0 | CNC(=O)COC(=O)/C=C/c1ccco1
-55.0 | CC(C)CCN1CCN(Cc2cn[nH]c2C2CCCCC2)CC1CCO (stereo not drawn)
-2.6 | Cc1cc(N)n2nc(C(F)(F)F)nc2n1
-1.0 | C/C(CC(=O)NC(C)(C)C)=N\NC(=O)c1ccccc1N

# An excerpt from above in order of SMILES length, ascending.
E-sel TNF inh | mol
-9.0 | CNC(=O)COC(=O)/C=C/c1ccco1
14.0 | CN(C)/C=C/C(=O)c1cnc2n(c1=O)CCS2
3.1 | COc1ccccc1NC(=O)C(C)Nc1ccc(C)c(Cl)c1 (stereo not drawn)
12.0 | O=C1c2cccnc2C(Nc2ccc(Cl)cc2)N1Cc1cccs1 (stereo not drawn)
-55.0 | CC(C)CCN1CCN(Cc2cn[nH]c2C2CCCCC2)CC1CCO (stereo not drawn)
4.2 | N/C(=N\OC(=O)c1cccs1)c1cccc([N+](=O)[O-])c1

# (next part)
E-sel TNF inh | mol
-5.5 | FC(F)(F)c1cccc(-c2ccn3ncnc3n2)c1
21.7 | COC(=O)c1ccc(Cn2nc(C)c([N+](=O)[O-])c2C)o1
17.1 | O=C(COC(=O)/C=C/c1ccccc1Cl)NCc1ccco1
6.2 | O=C(NCCN1CCOCC1)c1sc2ccccc2c1Cl
-6.7 | O=C(c1ccc(Cl)cc1)N1CCN(c2ccnc3cc(Cl)ccc23)CC1
19.3 | COc1ccc(CCNC(=O)/C(=C/c2cccnc2)NC(=O)c2ccccc2)cc1OC
-58.6 | CC1(C)CC(NC(=O)c2ccccn2)CC(C)(C)N1O
1.6 | Cc1ccccc1OCCCCn1c(CO)nc2ccccc21
-19.9 | O=C(CCN1C(=O)c2cccc3cccc(c23)C1=O)NCc1cccnc1
-32.4 | Cn1cc(C(=O)NCc2cccnc2)c(=O)c2cc(S(=O)(=O)N3CCCCCC3)ccc21
-21.4 | COc1ccc2c(c1)sc(=N)n2CC(=O)Nc1cc(C)cc(C)c1
-6.4 | CC1=NNC(=O)C1CC(=O)N/N=C(\C)c1ccco1 (stereo not drawn)
-10.2 | O=C(NCc1ccco1)C(=O)N1CCCC1
1.8 | CC12CCC(C(=O)N(CC(=O)O)C1=O)C2(C)C (stereo not drawn)
-25.8 | NC(=O)C1CC(=O)N(c2ccc(OCc3ccccc3Cl)cc2)C1 (stereo not drawn)
-45.0 | Cc1csc(NC(=O)C2CCCCN2S(=O)(=O)c2ccccc2)n1 (stereo not drawn)
-18.8 | CSc1ccc(CN(C)CC(=O)NC(C)c2ccccc2)cc1 (stereo not drawn)
-1.2 | O=C(COc1cccc2ccccc12)Nc1cc(S(=O)(=O)N2CCOCC2)ccc1N1CCOCC1
39.2 | CCCSc1nc(C)cc(C)c1S(C)(=O)=O
-9.2 | COc1cccc(OC2OC3COC(C)(C)OC3C(O)C2NC(C)=O)c1 (stereo not drawn)
-25.2 | CC1CCN(S(=O)(=O)c2ccc(C(=O)NCc3cccnc3)cc2)CC1
-0.4 | O=C(CSc1nc(COc2ccccc2)nc2ccccc12)NC1CCCC1
-11.4 | Cc1cccc(CCNC(=O)CCCOc2cc(=O)n(C)c3ccccc23)c1
-60.1 | O=C(CCN1C(=O)C2C3C=CC(C4CC34)C2C1=O)Oc1ccccc1 (stereo not drawn)
1.2 | CCCn1c(SCC(=O)NCc2ccc(Cl)cc2)n[nH]c1=O
-39.6 | Cc1c(NC(=S)NC(=O)CCc2ccccc2)c(=O)n(-c2ccccc2)n1C
-16.7 | CCCCOC(=O)Nc1nnc(C(C)C)s1
-6.1 | CCn1nc([N+](=O)[O-])c2c(-c3nc4ccccc4o3)c(N)n(CCCOC)c2c1=O
-33.9 | CC(=O)c1cc(N2CCC(C(=O)O)CC2)ccc1[N+](=O)[O-]
-20.2 | CCc1ccc(N2CC(O)=C(c3nc4ccccc4c(=O)[nH]3)C2=N)cc1
3.2 | O=C(NCCCn1ccnc1)C(=O)NCC(c1ccco1)N1CCN(c2ccccc2)CC1 (stereo not drawn)
-39.3 | Cc1nc2ncnn2c(C)c1Cc1cccc(C(F)(F)F)c1
-16.0 | COc1ccc(NC(=S)N2CCC(c3nc4ccccc4o3)CC2)c(OC)c1
5.4 | Fc1c(F)c(F)c(/C=N/NC(=S)Nc2cccnc2)c(F)c1F
8.6 | COc1ccc(C(=O)C[n+]2cccc(C)c2C)cc1[N+](=O)[O-]
30.0 | Cc1ccc(CC(=O)Nc2cccnc2)cc1
11.9 | CC1=NNC(=O)C1CC(=O)N/N=C(\C)c1cccs1 (stereo not drawn)
-33.7 | COc1ccc(-n2nnnc2SCC(=O)Nc2ccccc2N2CCOCC2)cc1
-19.7 | COc1cc(CCC(=O)OCC(=O)Nc2ccccc2C#N)cc(OC)c1OC
14.4 | Cc1ccc(S(=O)(=O)N(CC(=O)N2CCC(C)CC2)c2ccccc2)cc1
18.2 | CC1CCCCC1NC(=O)COC(=O)C12CC3CC(CC(Cl)(C3)C1)C2 (stereo not drawn)
2.0 | Fc1ccc(N2CCN(C(=S)NCC3CCCO3)CC2)cc1 (stereo not drawn)
-21.9 | CN(C)CC(C)(C)CNS(=O)(=O)c1ccc(OC(F)(F)F)cc1
9.5 | COc1cccc(/C=C(\C(=O)O)c2ccccc2)c1
1.3 | CCOC(=O)CC1C(=O)NCCN1Cc1ccc(OC)c(OC)c1 (stereo not drawn)
-13.5 | CC(C)=NNc1cc([N+](=O)[O-])cc2c1C(=O)N(C)S2=O (stereo not drawn)
-13.6 | CC(C)(CO)CNC(=O)CCc1nnc(CCCc2ccccc2)o1
14.8 | O=C(N/N=C(\c1ccccc1)c1ccccn1)c1cccc([N+](=O)[O-])c1
12.9 | O=C(CN1C(=O)C2C3C=CC(C3)C2C1=O)Nc1ccc(F)cc1 (stereo not drawn)
-22.5 | O=C(CCC1CCCN(Cc2ccncc2)C1)NCc1ccc(F)c(F)c1 (stereo not drawn)

# Next part
E-sel TNF inh | mol
4.8 | Cc1cccc(C2c3[nH]c4ccccc4c3CCN2C(=O)c2ocnc2C)n1 (stereo not drawn)
20.5 | COc1ccc(-c2c(C#N)c(N)n(N)c(=O)c2C#N)cc1Cl
17.8 | Cc1ccc(N2C(=O)C(CN3CCOCC3)C2c2ccccc2)cc1 (stereo not drawn)
-3.4 | COc1ccccc1/C=C/C(=O)NCC(=O)N/N=C/c1ccc2c(c1)OCO2
0.5 | CNC(=O)COC(=O)c1cc(-c2ccccc2)nn1-c1ccccc1
-30.3 | O=C(COC(=O)CCN1C(=O)c2cccc([N+](=O)[O-])c2C1=O)NC1CCS(=O)(=O)C1 (stereo not drawn)
-16.3 | O=C(O)CCC(=O)Nc1ccc(/C=C/C(=O)C2CC2)cc1
-8.7 | O=C(COc1ncnc2ccccc12)NCCc1ccc(F)cc1
-7.1 | COc1ccc(-c2cn(-c3ccc(C)cc3C)c(=O)[nH]2)cc1OC
8.1 | O=C(COC(=O)CCOc1ccccc1)NCCC1=CCCCC1
-41.3 | CCCn1c(SCC(=O)NC2CCCCC2)nnc1-c1ccccn1
-28.6 | CN1CCN(c2ncnc3sc(-c4ccccc4)cc23)CC1
89.3* | COCCN(CC(=O)NC1CCCCC1)C(=O)/C=C/C(=O)c1ccc(OC)cc1O
-37.2 | COc1ccc(-n2c(=O)c(CCC(=O)N(C)Cc3ccccc3C)nc3ccccc32)cc1
-14.0 | COc1cccc(NC(=S)/C(=C(\[O-])c2cc(C)n(-c3ccccc3F)c2C)[n+]2ccc(N(C)C)cc2)c1
-37.4 | Cc1cc(C)n2nc(SCc3nnc(-c4cccs4)o3)nc2n1
12.0 | CC(=O)c1ccc(NC(=S)Nc2ccc3[nH]c(=O)[nH]c3c2)cc1
-24.2 | CCC(=O)c1ccc(OC(C)C(=O)NC2(C#N)CCCCC2)cc1 (stereo not drawn)
-24.8 | CN1CCN(S(=O)(=O)c2cccc(C(=O)N3CCc4ccccc43)c2)CC1
-1.3 | O=C1c2cccc3c(N4CCCCC4)ccc(c23)C(=O)N1c1cccc(O)c1
-9.5 | CC(C)(C)Nc1scc(-c2ccccc2)[n+]1-c1ccccc1
-0.3 | CCN(CC)CCC(C)OC(=O)c1ccc(O)cc1O (stereo not drawn)
33.2 | O=C(NCc1ccccc1Cl)C(=O)NCC(c1ccco1)N1CCOCC1 (stereo not drawn)
-13.1 | CCOc1ccc(-c2ccc(SC)nn2)cc1
-4.0 | CCN(CC)c1ccc(/C=N/NC(=O)c2ccc([N+](=O)[O-])cc2)cc1
-4.4 | COCCNC(=O)C1CC(=O)N(c2ccc(OC)cc2)C1c1ccc(OC)cc1 (stereo not drawn)
0.5 | Nc1ccccc1SCC(=O)Nc1nc(-c2ccccc2)cs1
1.0 | COc1cccc(NC(=S)N2CCCN(Cc3ccc(F)cc3)C2)c1
-50.4 | CNC(=O)COC(=O)c1cc(-c2ccc(OC)cc2)nc2ccccc12
7.6 | COc1ccc(-c2ccc(C#N)c(OC)n2)cc1
-24.3 | CC(C)Oc1ccc(C(=O)NCC(=O)OCC(=O)N(C)Cc2cccs2)cc1
-0.9 | NC(=O)C1(c2ccccc2)CCCN1C(=O)c1ccccc1Br (stereo not drawn)
-7.8 | Cc1cccc(NC(=S)NC2CC3CCCC(C2)N3Cc2ccco2)c1 (stereo not drawn)
11.2 | COc1ccc(C2CC(=O)N(C)c3ccccc3S2)cc1 (stereo not drawn)
-13.7 | O=C(c1ccc(S(=O)(=O)NCc2ccco2)cc1)N1CCN(Cc2ccc3c(c2)OCO3)CC1
6.9 | O=C(Nc1ccc2c(c1)OCO2)c1cc(-c2ccncc2)nc2ccccc12
3.6 | O=S(=O)(c1ccc(Cl)c(C(F)(F)F)c1)N1CCN(c2ccccn2)CC1
-2.1 | COc1ccc([N+](=O)[O-])cc1N(CC(=O)NC(C(C)C)C(C)C)S(C)(=O)=O
-13.3 | Cc1csc(NC(=O)Nc2ccccc2[N+](=O)[O-])n1
-3.4 | CC(/C=N/Nc1ncc(C)c(=O)[nH]1)=C\c1ccccc1
-29.6 | COc1ccc(NC(=O)CCc2nc3ccccc3s2)c(OC)c1
-13.8 | CC(=O)Nc1c(C)nn(-c2ccc([N+](=O)[O-])cc2)c1C
-6.2 | CC1(C)CC(NCc2ccncc2)CC(C)(C)N1
-2.8 | O=C(/C=C/c1ccco1)NC(=S)Nc1ccccc1N1CCCC1
27.9 | O=C(O)CSCc1nc2scc(-c3ccccc3)c2c(=O)[nH]1
-5.7 | CCOCCCNC(=O)c1ccc(-n2c(=S)[nH]c3ccccc3c2=O)cc1
-19.1 | O=[N+]([O-])c1ccccc1S(=O)(=O)NCc1cccnc1
-36.1 | Cc1cc(C)n(C)c(=O)c1C#N
-3.2 | CCc1nnc(NC(=O)c2cccnc2SC)s1
2.7 | COc1cccc(C(=O)NCCSc2ccc(F)cc2)c1

# The results go on.
E-sel TNF inh | mol
66.2* | CC(C)(C)OC(=O)NNC(=O)NC12CC3CC(CC(C3)C1)C2
5.3 | CCOc1ccc2ncc(C(=O)c3ccc(OC)cc3)c(N3CCN(CC)CC3)c2c1
-8.3 | CCc1ccc(CN(C)Cc2nc(COc3ccccc3)no2)nc1
1.9 | CNC(=O)C(=O)NCCN1CCN(C(=O)c2ccc([N+](=O)[O-])cc2)CC1
-6.2 | CCCOc1ccc(N2CC(C(=O)NC3=NCCS3)CC2=O)cc1 (stereo not drawn)
-9.8 | O=C(N/N=C/c1cccn1-c1ccccc1)c1ccncc1
-15.6 | COc1ccc(-c2nn(-c3ccccc3)cc2CNCCN2CCOC2=O)c(F)c1
-13.0 | CC(Sc1nnc2ccccn12)C(N)=O (stereo not drawn)
-16.7 | Cc1cccc(C)c1NC(=O)C1(C)c2cccc[n+]2CC(=O)N1Cc1cccs1 (stereo not drawn)
-19.4 | NC(=O)CSc1nnc(-c2ccc([N+](=O)[O-])cc2)o1
13.1 | CC(C)NC(=O)CN(c1cccc([N+](=O)[O-])c1)S(=O)(=O)c1ccccc1
-37.8 | COc1ccc(S(=O)(=O)N2CCN(C(=O)c3cc(C)oc3C)CC2)cc1
-2.2 | COc1cc2c(cc1OC)C(C)=NCC2
-48.8 | COc1ccc(NC(=O)CSc2nnc(NC(=O)CN3CCOCC3)s2)cc1
-2.9 | COC(=O)c1ccc(C(=O)NCCCCO)cc1
13.6 | COc1cccc(N2CCN(C(=O)CSc3ccc(F)cc3)CC2)c1
5.6 | COc1cccc(NC(=S)NN=C2CCCCCC2)c1
1.7 | Cc1ccc(OCC(=O)Nc2ccc(N3CCN(S(C)(=O)=O)CC3)cc2)c(C)c1
-31.6 | COc1cccc(NC(=O)CN2C(=O)NC(C)(CC(C)C)C2=O)c1 (stereo not drawn)
-12.0 | COc1ccccc1OCC(=O)Nc1ccc(-c2nnc(-c3ccco3)o2)cc1
-3.6 | O=C(Nc1nc2ccccc2[nH]1)c1ccc(S(=O)(=O)N2CCOCC2)cc1
-5.9 | COC(=O)CNC(c1ccccc1)c1cc(Br)ccc1NC(C)=O (stereo not drawn)
-15.8 | O=C1NC(=O)/C(=C\c2ccc(N3CCOCC3)o2)N1
19.6 | COc1ccc(C(=O)Nc2ccc(S(=O)(=O)NC(C)(C)C)cc2)cc1[N+](=O)[O-]
-38.0 | CCN1C(=O)C(O)(CC(=O)C(C)(C)C)c2cc(Br)ccc21 (stereo not drawn)
17.7 | O=C(O)c1cccnc1SC1CC(=O)N(c2cccc3ccccc23)C1=O (stereo not drawn)
37.6 | CC(C)OC(=O)c1cccc(NC(=O)CSc2nnc(N)s2)c1
-56.8 | CC(C)(C)NC(=O)NC(=O)COC(=O)c1cc[n+]([O-])cc1
